Source: PubChem
AddAB inh = less growth of phage-infected E. coli with AddAB | E. coli expressing H. pylori AddAB, absorbance growth | inhibition, % at 11.9 µM | 330,000 tested, 0.29% active; in the data active means inhibition above about 12%;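 further: 0% = vehicle wells of infected cells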
HTR5A inv ag = inverse agonist of human HTR5A in OPRM1-OPRD1 counter-screen; AID 504634; 340,000 tested, 0.083% active; P47898; HTR5A cell line, luminescence, inverse agonism; inhibition, % at 9.3 µM; in the data active means inhibition mostly above about 23%, no sharp cut-off; inactive means mostly below about 18%;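 further: 0% = cells with DMSO and 100% = no-cell wells with DMSO; some compounds called inactive have numbers as strong as hits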
MOR-DOR inv ag = inverse agonists of human mu-delta opioid receptor heterodimerization. P35372+P41143. cell-based MOR-DOR heterodimer luminescence, inverse agonism. inhibition, % at 9.3 µM. 340,000 tested, 0.21% active. AID 504357; in the data active means inhibition above about 22%, passing the limit was not always enough;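 further: 0% = cells with DMSO and 100% = wells without cells with DMSO; values of inactives mirror those of a sister screen read the other way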
Target sequence (P35372 whole entry, looked up): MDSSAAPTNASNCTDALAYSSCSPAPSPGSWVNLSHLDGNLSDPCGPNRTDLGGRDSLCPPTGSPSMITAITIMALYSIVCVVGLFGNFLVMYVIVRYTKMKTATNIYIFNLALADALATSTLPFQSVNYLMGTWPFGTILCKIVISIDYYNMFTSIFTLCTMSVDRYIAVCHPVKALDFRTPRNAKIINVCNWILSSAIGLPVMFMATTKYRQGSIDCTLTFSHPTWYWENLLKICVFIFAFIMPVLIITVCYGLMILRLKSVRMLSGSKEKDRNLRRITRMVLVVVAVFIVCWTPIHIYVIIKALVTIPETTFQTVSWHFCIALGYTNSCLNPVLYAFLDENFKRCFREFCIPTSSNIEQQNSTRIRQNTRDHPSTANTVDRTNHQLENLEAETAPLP
Target sequence (P41143 whole entry, looked up): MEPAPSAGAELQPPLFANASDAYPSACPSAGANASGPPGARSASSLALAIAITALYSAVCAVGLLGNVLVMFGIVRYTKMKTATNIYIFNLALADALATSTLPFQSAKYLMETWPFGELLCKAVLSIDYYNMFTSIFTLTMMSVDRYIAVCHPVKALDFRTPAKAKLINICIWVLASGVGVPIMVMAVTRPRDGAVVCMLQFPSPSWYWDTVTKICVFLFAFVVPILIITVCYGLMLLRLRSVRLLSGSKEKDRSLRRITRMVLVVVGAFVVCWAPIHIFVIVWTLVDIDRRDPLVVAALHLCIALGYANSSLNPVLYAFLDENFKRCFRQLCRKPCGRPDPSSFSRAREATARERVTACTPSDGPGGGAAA
PfHsp90 set2 = growth inhibition of yeast expressing Plasmodium Hsp90 | 310,000 tested, 0.32% active | inhibition, % at 9.4 µM | S. cerevisiae expressing PfHsp90, BacTiter-Glo ATP, 48 h; yeast lacking PDR1 and PDR3 efflux regulators;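 active means every replicate shows inhibition above about 80%, whatever the replicate mean, limit read from the data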;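 further: 0% = DMSO neutral controls and 100% = 20 µM radicicol positive controls; yeast relying on Plasmodium falciparum Hsp90 in place of its own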
Pemphigus Ab inh = human desmoglein-3 autoantibody binding inhibition | DSG3-coupled beads, scFv-anti-DSG3-GFP binding, flow cytometry; hits give low values | binding (percent of control), % at 10 µM | 310,000 tested, 0.48% active | P32926;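 active means binding more than 3 SD below its plate's average and above zero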;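 further: hits lower antibody fragment binding to DSG3; some compounds called inactive have numbers as strong as hits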
OPRM1-OPRD1 ag = OPRM1-OPRD1 heterodimerization agonism. activation, % at 9.3 µM. cells, luminescence. 340,000 tested, 0.3% active; in the data active means activation above about 18%;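 further: 0% = vehicle-treated cells and 100% = reference agonist; values of inactives mirror those of a sister screen read the other way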
HTR5A ag = activates human HTR5A in OPRM1-OPRD1 agonist counter-screen; activation, % at 9.3 µM; 340,000 tested, 0.61% active; HTR5A agonist assay, luminescence, cell-based; P47898; in the data active means activation mostly above about 9.5%, no sharp cut-off; inactive means mostly below about 7.6%;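 further: 0% = cells with vehicle only and 100% = reference agonist; strong numbers were not always called active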
Mot1-301 SUMO = SUMOylation pathway inhibition by Mot1-301 growth rescue; S. cerevisiae Mot1-301 growth rescue, ATP luminescence, 38.5C; percent above DMSO median, 100 means doubled; growth rescue, % at 18.8 µM; 320,000 tested, 1% active;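 active means every valid replicate shows activation above 250% relative to neutral control wells; inactive means the rest, any valid replicate at or below 250%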;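 further: OY570 slx delta 5 strain wells were the positive control but not used for scaling; some compounds called inactive have numbers as strong as hits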
Ecoli viability = bacterial growth inhibition, counter-screen for AddAB inhibitors. E. coli V3065 growth, OD600 absorbance, 18 h. inhibition, % at 11.9 µM. 330,000 tested, 0.27% active. AID 449728;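 active means inhibition above the campaign's mean inhibition across all tested compounds plus 3 SD, cut at about 9.9% in these data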;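 further: uninfected addAB+ strain grown without phage in ampicillin broth; 0% = DMSO wells and 100% = ciprofloxacin 0.95 µg/ml wells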
phage Ecoli inh = E. coli growth loss with phage present; growth absorbance; inhibition, % at 11.9 µM; 360,000 tested, 0.26% active; AID 651602; in the data active means inhibition above about 11%
PKA-R1A act = activators of PKA-R1A complex | 340,000 tested, 0.083% active | AID 504707 | activation, % at 11.4 µM | PKA-R1A dissociation, Cy5-IP20 fluorescence polarization; scaled: DMSO 0%, 113 µM cGMP 100% | P00514+P68181;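 active means percent activation above the mean of all tested compounds plus 3 SD, cut at about 19% in these data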;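 further: higher means more PKAc released from R1A so a rise in polarization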
Starred values were filed as active, the others as inactive; i = inactive; . = not tested or not shown.

The first 12 entries, to show the layout:
SMILES	HTR5A inv ag	Mot1-301 SUMO	AddAB inh	Pemphigus Ab inh	Ecoli viability	PfHsp90 set2	phage Ecoli inh	PKA-R1A act	HTR5A ag	OPRM1-OPRD1 ag	MOR-DOR inv ag
O=C(CC1S/C(=N/N=C2CCCCCC2)NC1=O)Nc1ccc(Br)cc1F (centres undefined)	-9	-9	-0.4	97	2.5	-8	1.6	-8	5	1.3	-7
CCC(Oc1cccc(Cl)c1)C(=O)N1CCCN(C)CC1 (centres undefined)	-42	305	-1.8	78	3.6	-3	4.1	9	1	-3.2	17
O=C(CSc1nnc(-c2ccccn2)n1Cc1ccco1)c1ccc(-c2ccccc2)cc1	5	12	0.0	97	-1.8	15	0.8	-3	9	-0.7	3
CCCCc1c(O)nc(SCC(=O)c2ccccc2)n(-c2ccccc2)c1=O	4	-4	6.4	100	4.8	6	2.2	-9	0	-2.8	14
Cn1c(=O)c2[nH]c(Cc3ccsc3)nc2n(C)c1=O	12	.	.	116	.	-5	2.1	-3	-3	0.0	0
Cc1cc(OCC(=O)NCC(O)c2ccccc2)c2c(C)c(C)c(=O)oc2c1 (centres undefined)	15	19	1.1	99	-1.6	-8	2.5	6	3	-3.6	19
CN(C)C(=O)CCc1ccc2c3c([nH]c2c1)[C@]1(C)[C@@H](C(=O)N2CCCCC2)C[C@H](CC(=O)NCCCn2ccnc2)C(=O)N1CC3	-15	.	1.2	100	4.3	4	5.3	2	4	-4.5	22
COc1ccc(-n2c(=O)c3ccccc3n(CC(=O)NC3CCCC3)c2=O)c(OC)c1	12	18	-1.1	104	2.0	-15	2.2	-3	5	-2.1	11
CN1C(=O)NC(c2ccc(O)cc2)C2=C1CN(c1ccccc1)C2=O (centres undefined)	10	294	-1.1	103	0.4	-10	2.4	-10	2	-3.2	17
O=C(COc1nsnc1N1CCOCC1)Nc1ccc([N+](=O)[O-])cc1	-7	-4	2.5	.	1.1	-53	2.2	-6	-4	0.6	-4
CCOc1ccc(N2C(=O)c3cccnc3C2Nc2ccc(OC)cc2)cc1 (centres undefined)	-3	-6	0.4	97	-0.2	.	1.3	-10	-2	-3.5	18
CCOc1ccc(/C=C(\C#N)C(=O)Nc2ccccn2)cc1	2	6	-1.2	125	-0.1	-3	0.0	-11	-1	-2.2	10

Results, repeating the preview:
SMILES	HTR5A inv ag	Mot1-301 SUMO	AddAB inh	Pemphigus Ab inh	Ecoli viability	PfHsp90 set2	phage Ecoli inh	PKA-R1A act	HTR5A ag	OPRM1-OPRD1 ag	MOR-DOR inv ag
O=C(CC1S/C(=N/N=C2CCCCCC2)NC1=O)Nc1ccc(Br)cc1F (centres undefined)	-9	-9	-0.4	97	2.5	-8	1.6	-8	5	1.3	-7
CCC(Oc1cccc(Cl)c1)C(=O)N1CCCN(C)CC1 (centres undefined)	-42	305	-1.8	78	3.6	-3	4.1	9	1	-3.2	17
O=C(CSc1nnc(-c2ccccn2)n1Cc1ccco1)c1ccc(-c2ccccc2)cc1	5	12	0.0	97	-1.8	15	0.8	-3	9	-0.7	3
CCCCc1c(O)nc(SCC(=O)c2ccccc2)n(-c2ccccc2)c1=O	4	-4	6.4	100	4.8	6	2.2	-9	0	-2.8	14
Cn1c(=O)c2[nH]c(Cc3ccsc3)nc2n(C)c1=O	12	.	.	116	.	-5	2.1	-3	-3	0.0	0
Cc1cc(OCC(=O)NCC(O)c2ccccc2)c2c(C)c(C)c(=O)oc2c1 (centres undefined)	15	19	1.1	99	-1.6	-8	2.5	6	3	-3.6	19
CN(C)C(=O)CCc1ccc2c3c([nH]c2c1)[C@]1(C)[C@@H](C(=O)N2CCCCC2)C[C@H](CC(=O)NCCCn2ccnc2)C(=O)N1CC3	-15	.	1.2	100	4.3	4	5.3	2	4	-4.5	22
COc1ccc(-n2c(=O)c3ccccc3n(CC(=O)NC3CCCC3)c2=O)c(OC)c1	12	18	-1.1	104	2.0	-15	2.2	-3	5	-2.1	11
CN1C(=O)NC(c2ccc(O)cc2)C2=C1CN(c1ccccc1)C2=O (centres undefined)	10	294	-1.1	103	0.4	-10	2.4	-10	2	-3.2	17
O=C(COc1nsnc1N1CCOCC1)Nc1ccc([N+](=O)[O-])cc1	-7	-4	2.5	.	1.1	-53	2.2	-6	-4	0.6	-4
CCOc1ccc(N2C(=O)c3cccnc3C2Nc2ccc(OC)cc2)cc1 (centres undefined)	-3	-6	0.4	97	-0.2	.	1.3	-10	-2	-3.5	18
CCOc1ccc(/C=C(\C#N)C(=O)Nc2ccccn2)cc1	2	6	-1.2	125	-0.1	-3	0.0	-11	-1	-2.2	10
O=C(CCCCCn1c(=O)[nH]c2ccccc2c1=O)NCCCN1CCN(c2ccccc2F)CC1	11	7	3.3	109	-1.5	-8	1.9	0	14	3.1	-19
CC(=O)c1nn(-c2cccc(Br)c2)cc1C(=O)c1ccc(Br)cc1	0	3	2.8	.	2.0	-33	0.6	0	0	1.5	-8
CC(C)(C)NC(=O)C(c1ccncc1)N(C(=O)Cn1nnc(-c2ccc(F)cc2)n1)c1cccc(F)c1 (centres undefined)	5	-12	-0.2	97	4.1	7	3.5	-10	-2	0.6	-3
O=C(COC(=O)CCc1ccccc1)NC(c1ccccc1)c1ccccc1	-8	8	2.8	99	2.9	-8	0.9	-11	-1	-0.4	2
C=CCN1C(=O)CSc2ccc(C(=O)NCCC3=CCCCC3)cc21	-29	3	0.3	101	-3.6	-8	2.7	-9	9	-0.9	5
C/C(=C\C(=O)c1ccc(C)o1)Nc1ccc2c(c1)OCO2	-17	-13	1.6	98	-0.3	-10	3.1	17	6	1.5	-8
O=c1c2cn[nH]c2nc(SCc2ccccc2F)n1-c1ccc(Br)cc1	-3	34	0.4	90	2.2	-17	1.6	-2	1	7.9	-51
Cc1ccc(CN2C(=O)N/C(=C\c3ccc(-c4ccc(C(=O)O)cc4C)o3)C2=O)cc1	-18	-8	2.6	93	1.5	-29	3.8	-3	-2	-1.9	10
CCOC(=O)/C(=C\c1ccc([N+](=O)[O-])cc1)C(=O)c1cc(C(C)=O)c(Nc2ccccc2)s1	6	.	1.7	105	-0.1	38	2.0	-6	-2	2.3	-13
CCOc1cc(/C=C2/NC(=O)N(Cc3ccccc3F)C2=O)ccc1O	-8	725	3.2	.	0.7	8	0.2	-1	3	2.5	-11
CCCSc1nnc2[nH]c(=O)cc(N)n12	14	-2	1.3	94	-3.4	35	0.2	3	-6	-4.7	19
Fc1cccc(Cl)c1CSc1nnc(-c2ccncc2)o1	-12	13	-0.4	101	-0.2	-24	-0.1	-6	3	-2.3	11
CCS(=O)(=O)c1ccc2oc(SCC(=O)NC(C)C3CC4CCC3C4)nc2c1 (centres undefined)	-6	-14	1.9	98	-0.5	-4	2.2	-2	2	-1.9	9
COc1ccc(CCNc2oc(Cc3ccccc3)nc2C#N)cc1OC	4	-11	3.9	101	-1.1	-2	0.6	-8	-1	-1.3	7
Cc1[nH]nc2c1[C@@H](c1ccccc1[N+](=O)[O-])C(C#N)=C(N)O2	-27	14	1.2	118	3.4	-12	2.1	-1	8	1.5	-7
COc1ccccc1N1C(=O)CC(N2CCN(c3ccc(Cl)cc3)CC2)C1=O (centres undefined)	-3	14	5.5	117	2.1	1	0.9	-7	1	-1.2	6
COCC(C)n1c(SCC(=O)c2cc(C)n(C)c2C)nc2ccccc2c1=O (centres undefined)	-15	i	-1.6	90	-3.0	0	0.9	-3	6	0.6	-3
Cc1ccc(N/C=C/C(=O)c2ccc(C)cc2)cc1	14	44	3.2	117	-2.1	-1	2.8	-19	-6	-1.1	4
Cc1ccc(C(=O)N/C(=C/c2ccco2)C(=O)NCCCn2ccnc2)cc1	4	5	1.2	97	-2.4	-12	3.1	-3	1	-2.9	15
c1cn2cc(CN3CCOCC3)nc2s1	8	49	0.0	101	-0.3	-13	1.2	13	2	-1.2	7
CCc1noc(C)c1C(=O)OCC(=O)NCc1ccc(Cl)cc1	-29	14	-1.2	93	-1.3	9	2.5	-1	7	-1.7	9
Cc1cccc([C@@H]2[C@@H]3C(=O)N(Cc4ccccc4)C(=O)[C@@H]3[C@]3(CC(C)C)C(=O)N(c4cccc(F)c4)C(=O)N23)c1	-5	-15	0.8	103	-2.9	-2	5.0	-2	0	0.2	-1
CS(=O)(=O)N(CC(=O)Nc1c(F)cccc1F)c1cccc([N+](=O)[O-])c1	-4	-6	0.3	102	0.9	-12	1.1	-16	1	-2.9	16
Oc1[nH]c2ccccc2c1N=Nc1nc(Nc2ccccc2)nc(N2CCOCC2)n1	2	-5	-1.3	99	-3.4	-38	3.6	5	-2	10	-53

Only AddAB inh, Ecoli viability and Pemphigus Ab inh, for 2 of the compounds above:
structure,AddAB inh,Ecoli viability,Pemphigus Ab inh
COc1ccccc1N1C(=O)CC(N2CCN(c3ccc(Cl)cc3)CC2)C1=O (centres undefined),5.5,2.1,117
CCCSc1nnc2[nH]c(=O)cc(N)n12,1.3,-3.4,94

Remaining list, next part.
SMILES	HTR5A inv ag	Mot1-301 SUMO	AddAB inh	Pemphigus Ab inh	Ecoli viability	PfHsp90 set2	phage Ecoli inh	PKA-R1A act	HTR5A ag	OPRM1-OPRD1 ag	MOR-DOR inv ag
CCCSc1nc2sc3c(c2c(=O)n1CC)CC(C)(C)OC3	-53	-13	-1.0	93	1.2	-12	-1.4	2	-1	3.3	-17
O=C1c2cccc3cccc(c23)C(=O)N1c1nccs1	-9	-15	1.3	107	0.9	.	2.0	-1	-3	0.4	-2
COc1ccc(OC)c2c1sc(=NC(=O)C1COc3ccccc3O1)n2C (centres undefined)	-3	171	-2.2	96	-0.1	-18	2.0	-9	1	-1.5	7
CN(C)CCCNCCCNC(=O)c1ccccn1	-12	1	-0.3	97	-4.2	15	0.0	-3	0	-1.0	5
Cc1ccc(C)c2sc(N)nc12	-5	1	1.5	103	2.7	22	2.6	-9	2	4.7	-26
CCc1ccc(S(=O)(=O)Nc2c(C)n(C)n(-c3ccccc3)c2=O)cc1	4	-21	-0.2	98	-0.3	-9	0.8	-1	-1	-3.8	17
CC(C)CC1(C(=O)NCCN2CCOCC2)C=CCN1C(=O)c1ccccc1 (centres undefined)	-1	-6	-1.1	99	-2.4	.	2.2	-1	6	-2.6	14
O=C(CCN1CCN(CCO)CC1)Nc1ccc(Br)cc1	7	141	-0.7	98	1.0	14	2.9	8	2	-3.1	15
COC(=O)c1c(-c2ccccc2OC)sc2ccc(OC)cc12	-3	14	-0.4	102	-0.9	-18	2.7	-9	6	4.3	-25
CCOC(=O)N1CCN(C(=O)c2cc(OC)cc(OC)c2)CC1	8	-9	0.1	102	-0.9	.	2.0	-16	-4	0.0	0
O=C(CCC(=O)OCC(=O)c1cccc([N+](=O)[O-])c1)NC1CCCCC1	-19	16	0.9	114	-2.0	13	-0.7	-6	-5	-12	62*
CCOC(=O)c1ccc(N=c2sc(C(=O)OC)cc(=O)n2-c2ccc(C(=O)OCC)cc2)cc1	0	-13	-2.5	96	-2.0	-21	7.7	-3	-2	0.1	0
